# Compound activity (PubChem BioAssay)
# Fibroblast inh: blocks proliferation of human lung fibroblasts. LL 47 human lung fibroblast viability, ATP luminescence; stronger effect = lower value. viability, % at 10 µM. AID 719. actives 1.1% (n = 85,000);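 active means viability at or below 50% in the single dose screen; inactive means viability above 50%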;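 further: compound exposure lasted 72 h before the ATP readout; 100% = median luminescence of untreated cell-only wells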
#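 Times – overnight cell rest, 72 h compound treatment at 37 °C · Test system – human lung fibroblast line LL 47, low passage · Amount – 1,150 cells in each well · Controls – cell-only wells, no compound · Doses – 0.1% DMSO in all compound wells · Measured by – CellTiter-Glo luminescence · Buffer or medium – IMEM plus 15% FBS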
# MT1-MMP txn act: activates MT1-MMP transcription. HT1080 MT1-MMP promoter luciferase reporter, luminescence, overnight; stronger effect = higher value. activation factor at 10 µM. actives 0.16% (n = 86,000). AID 750;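 active means activation factor of at least 2 for MT1-MMP transcription at 10 µM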
# HUVEC inhibit: human endothelial cell proliferation inhibition | HUVEC proliferation, CellTiter-Glo luminescence, 72 h; stronger effect = lower value | actives 1.1% (n = 86,000) | viability, % at 10 µM (by protocol) | AID 648;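 active means viability at or below 30%; inactive means viability above 30%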;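 further: 100% = median luminescence of DMSO-only cell control wells on each plate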
# H69AR inhibit: growth inhibitors of human H69AR lung tumor cells. H69AR lung tumor viability, ATP luminescence, 72 h; stronger effect = lower value. viability, % at 10 µM. actives 6% (n = 85,000);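 active means viability at or below 40%; inactive means viability above 40%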;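 further: multidrug resistant small cell line overexpressing MRP-1 efflux transporter; 100% = mean luminescence of untreated control wells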
# ERa coact pot: enhances coactivator binding to human estrogen receptor alpha. P03372. TR-FRET ERalpha-LBD/SRC-Cy5 coactivator binding, 2 h; 100 = basal binding, no effect. coactivator binding (% of control), % at 25.6 µM. actives 1.3% (n = 86,000). AID 639; in the data active means activity above about 200%;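 further: binding measured in presence of low estradiol as agonist stimulus; 0% = peptide alone without receptor and 100% = receptor with peptide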
# ERb SRC1 inh: blocks coactivator binding to human estrogen receptor beta | TR-FRET ER-beta LBD / SRC1-Cy5 peptide binding; receptor agonist-loaded with 1 µM estradiol | actives 1.3% (n = 86,000) | inhibition, % at 25.6 µM | Q92731;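 active means compounds whose percent inhibition of the receptor-coactivator binding signal exceeds about 50% in the single-dose screen, limit read from the data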;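 further: 0% = receptor plus peptide wells without compound and 100% = peptide-only wells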
# Target sequence (Q92731 whole entry, looked up, the tested form may be a part): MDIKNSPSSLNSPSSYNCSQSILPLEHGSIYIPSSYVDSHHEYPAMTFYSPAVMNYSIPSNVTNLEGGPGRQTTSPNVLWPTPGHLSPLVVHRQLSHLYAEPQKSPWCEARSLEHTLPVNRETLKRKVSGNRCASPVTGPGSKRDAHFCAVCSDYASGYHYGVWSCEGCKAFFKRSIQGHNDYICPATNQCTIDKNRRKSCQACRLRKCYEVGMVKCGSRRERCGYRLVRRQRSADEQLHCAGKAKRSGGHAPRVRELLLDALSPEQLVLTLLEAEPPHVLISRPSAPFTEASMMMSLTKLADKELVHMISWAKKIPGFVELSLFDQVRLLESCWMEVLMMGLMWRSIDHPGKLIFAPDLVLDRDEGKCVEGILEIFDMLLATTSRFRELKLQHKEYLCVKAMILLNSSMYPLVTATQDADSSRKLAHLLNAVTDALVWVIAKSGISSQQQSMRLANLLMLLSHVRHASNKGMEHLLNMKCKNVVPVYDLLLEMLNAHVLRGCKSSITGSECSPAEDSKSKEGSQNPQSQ
# ERa coact inh: ER-alpha (human) coactivator binding inhibition; actives 1.7% (n = 86,000); inhibition, % at 25.6 µM; TR-FRET ER-alpha LBD / SRC-1 peptide, estradiol-bound; P03372; in the data active means inhibition above about 50%;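 further: 0% = receptor plus peptide control and 100% = peptide only without receptor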
# Mac1 fbg enh: enhancers of human CD11b/CD18 binding to fibrinogen; P05107+P11215; K562 CD11b/CD18 adhesion to fibrinogen, ATPlite luminescence; activation, % at 10 µM; actives 0.07% (n = 93,000); AID 1499;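 active means 10 µM primary screen giving 50% or more activity, confirmed by 40% or more on retest at that dose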; further: strong numbers were not always called active
# Smad3 FoxH1 inh: Smad3 (human) transcription factor binding inhibition | P84022 | TR-FRET Smad3/Dy647-FoxH1 peptide binding, europium anti-His | inhibition, % at 25 µM | actives 0.29% (n = 88,000) | AID 630;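 active means compounds that reduce the energy-transfer binding signal between the protein and its labelled peptide by more than half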;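 further: 0% = Smad3 plus labelled peptide maximal FRET and 100% = peptide-only background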
# Target sequence (P84022 whole entry, looked up): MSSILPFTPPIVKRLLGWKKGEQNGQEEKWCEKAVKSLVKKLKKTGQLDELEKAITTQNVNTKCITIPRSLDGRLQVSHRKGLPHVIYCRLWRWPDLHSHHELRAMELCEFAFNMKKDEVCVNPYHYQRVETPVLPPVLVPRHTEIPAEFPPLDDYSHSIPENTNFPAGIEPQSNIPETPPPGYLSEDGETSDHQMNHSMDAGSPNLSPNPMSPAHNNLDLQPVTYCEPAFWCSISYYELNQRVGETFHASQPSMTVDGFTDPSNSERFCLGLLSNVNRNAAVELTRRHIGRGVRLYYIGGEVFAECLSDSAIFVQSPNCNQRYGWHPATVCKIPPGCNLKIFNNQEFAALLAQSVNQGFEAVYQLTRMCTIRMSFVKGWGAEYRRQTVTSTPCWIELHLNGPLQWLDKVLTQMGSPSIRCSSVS
# Active calls of the source: *; nt = not tested or not shown; [ ] = remark or other dose.
SMILES,Fibroblast inh,MT1-MMP txn act,HUVEC inhibit,H69AR inhibit,ERa coact pot,ERb SRC1 inh,ERa coact inh,Mac1 fbg enh,Smad3 FoxH1 inh
O=C(NCc1cccc(Cl)c1)c1cnn2c1NC(c1ccco1)CC2C(F)(F)F (centres undefined),86,1,78,94,104,-9,-3,-4,28[fluorescence artefact?]
Cc1ccc(CN2CCNC(=O)C2CC(=O)O)o1 (centres undefined),96,1,90,91,113,-10,1,1,3
CCOC(=O)Cc1csc(NC(=O)CSc2nnc(-c3ccncc3)n2Cc2ccco2)n1,105,1,98,98,126[fluorescence artefact?],5,4,nt,0
Cc1ccnc2nc(C(=O)OCC(=O)Nc3ccc4c(c3)OC(F)(F)O4)nn12,113,1.1,92,101,115,1,7,-2,5
Cc1ccc(-c2nc3cccnc3o2)cc1NC(=O)COc1ccc(C(C)(C)C)cc1,82,1.1,18*,44,107,0[fluorescence artefact?],6,14,6
CCOC(=O)C1=C(C)N=c2s/c(=C3\C(=O)Nc4ccccc43)c(=O)n2C1c1ccc2c(c1)OCO2 (centres undefined),91,1.1,73,27*,67[fluorescence artefact?],13,-7[fluorescence artefact?],27,6
O=C(CCCOc1ccc(Cl)cc1)Nc1nncs1,103,1.1,96,nt,116,0,-7,-6,8
COC(=O)C1=C(C)N(C2CCCCC2)C(=O)C1,97,1,102,97,101,-21[fluorescence artefact?],-4,nt,7
CCOC(=O)Cc1c(C)[nH]c(=S)[nH]c1=O,102,1.1,100,106,119,1,-7,2,-1
CS(=O)(=O)N1CCC(C(=O)Nc2ccc(Oc3ccccc3)cc2)CC1,94,1.1,84,32*,86,-5,-7,5,6
Nc1nc(CN2CCN(c3ccccc3F)CC2)nc(Nc2ccc3c(c2)OCCO3)n1,95,1.2,93,89,109[fluorescence artefact?],-12,0,nt,13
COc1ccc(NC(=O)CN2CCCN(S(=O)(=O)c3ccc(F)cc3)CC2)cc1,102,1.1,108,89,117,-3,-7,-2,5
CCCOc1ccc(N2C(=O)CC(NCCc3ccc(S(N)(=O)=O)cc3)C2=O)cc1 (centres undefined),105,nt,96,108,102[fluorescence artefact?],-10,-9,-1,4
COc1ccc(C(=O)NCS(=O)(=O)c2ccc(C)cc2)cc1,98,1.1,93,94,96,-10,-3,nt,23
CCCCn1cnc2c(c1=O)c1nc3ccccc3nc1n2Cc1ccc2c(c1)OCO2,102,1.1,80,44,128[fluorescence artefact?],22,11,nt,3[fluorescence artefact?]
COc1cc2c(cc1OC)C1=C(C#N)CN(C3CCCCC3)CN1CC2,97,1.1,87,88,110,5,-1[fluorescence artefact?],6,1
COc1ccc(S(=O)(=O)Nc2nc3ccccc3s2)cc1,108,1,101,93,132,2,-3,0,-3
CC1CCC(n2c(=S)[nH]c3ccccc3c2=O)CC1 (centres undefined),84,1,75,73,218*[fluorescence artefact?],18[fluorescence artefact?],-9[fluorescence artefact?],1,0
CCC(=O)NC1(C(F)(F)F)C(=O)NC(C)=C1C#N (centres undefined),94,1,88,112,117,0,-3,4,4
COc1ccc(C)cc1S(=O)(=O)N(CC(=O)Nc1ccc2c(c1)OCCO2)Cc1ccccc1,nt,1.2,nt,nt,105,10,5,1,-7
Cc1ccc(CO/N=C/C2=C(Cl)c3ccccc3CC2)cc1,100,nt,128,99,119,0,-11,3,0
Cc1nn(C)c(C)c1CN(C)C(=O)CCCC(=O)O,103,1.8,98,93,101,4,-8,nt,2
CSc1cc(C)nc(NC(C)=O)n1,103,1,110,102,106,2,2,nt,-6
Cc1nc(N2CCN(C(=O)c3ccco3)CC2)c2oc3ccccc3c2n1,102,1,69,95,111,-1,-6,-6,6
CC(C)[C@H](NS(=O)(=O)c1ccccc1)C(=O)OCn1nnc2ccccc2c1=O,92,1.3,90,89,105,-8,-6,-3,5
Cc1ccn2cc(CNC(=O)c3cccs3)nc2c1,110,nt,105,101,115,-7,-11,4,2
O=C(CSc1nncc2ccccc12)N1CCOCC1,93,1.2,98,103,118[fluorescence artefact?],-4[fluorescence artefact?],8,3,-7
CCOc1ccc(N(CC(=O)Nc2ccc(C)cc2)S(=O)(=O)c2c(C)noc2C)cc1,82,1.2,79,78,133,-4[fluorescence artefact?],-5,2,-13
Cc1cc(C)cc(NC(=O)CSc2nnc(Cc3cccn3C)n2-c2ccc(F)cc2)c1,90,1,82,72,97,9,-2,6,8
c1cc(-c2nc3cc(Cc4ccc5oc(-c6ccncc6)nc5c4)ccc3o2)ccn1,100,0.9,99,96,221*[fluorescence artefact?],22[fluorescence artefact?],9[fluorescence artefact?],110,7
COC(=O)c1ccc(C(=O)OC)c(NC(=O)Nc2ccc3c(c2)OCO3)c1,104,1.3,97,98,109[fluorescence artefact?],19,-1,2,0
CN1CCN(C(=O)C2CC(c3c(F)cccc3Cl)=NO2)CC1 (centres undefined),101,1.1,102,108,89,-6,-6,nt,-2
Cc1ccc(NC(=O)/C(=C/c2cccc([N+](=O)[O-])c2)NC(=O)C2CCCCC2)cc1,87,1.1,92,44,103,-3,-2,12,4
COc1ccc(C)cc1S(=O)(=O)Nc1ccccc1C,104,1,93,93,98,-5,3,7,0
CCOC(=O)CN(C(=O)CSc1nnc(CNc2ccc(F)cc2)n1C)c1ccccc1,98,1,98,84,108,-13,-7,3,-12
CCOc1cccc(CNCCNC(=O)c2nonc2N)c1,99,1.1,101,114,99[fluorescence artefact?],0,-6,0,-6
O=C1c2ccc(Oc3ccc4c(c3)C(=O)N(CCCCO)C4=O)cc2C(=O)N1CCCCO,100,1.2,98,101,103,-3,2,-2,12[fluorescence artefact?]
CCOc1ccc(-n2cnnn2)cc1S(=O)(=O)N1CCCCC1,106,1.1,98,88,94,0,-2,0,4
O=C(O)CSCC(=O)NCc1ccccc1,102,1,93,103,118,-2[fluorescence artefact?],-26,-2,9
CCCNC(=O)c1ccc(Cl)c(Cl)c1,101,1,98,96,95,-6,-5,nt,-8
CC(C)(C)c1ccc(-c2nc(C#N)c(NCc3cccnc3)o2)cc1,59,1.4,49,91,88,-10,6,-1,-12
COc1ccc(Cl)cc1C(=O)CSc1nc(N)cc(N)n1,100,1,98,91,108,-16,-7,2,-2
CC(=O)N1CCC2(CC1)CC(=O)c1cc(OCC(=O)NCc3ccc(C)cc3)ccc1O2,93,1,89,89,92,-9,-2,3,0
O=C(c1ccco1)N1CCN(C(c2ccccc2Cl)c2nnnn2Cc2ccco2)CC1 (centres undefined),97,1.1,88,55,91,2,-3,-2,0
Cc1cc(NCCN2CCCCC2)n2c(nc3ccccc32)c1C#N,92,1.1,100,87,94,5,-15,-3,-10
CCn1cnc2sc(C(=O)N(Cc3ccc(N(C)C)cc3)Cc3ccco3)c(C)c2c1=O,92,1.1,80,74,113,-4,-3,1,-2
Cn1c(=O)c2c(-c3ccccc3)n(-c3ccccc3O)cc2n(C)c1=O,101,1,105,98,104,-6[fluorescence artefact?],-3,2,4
O=C(CCN1C(=O)C2C3C=CC(C3)C2C1=O)Nc1ccc2c(c1)OCO2 (centres undefined),94,1.2,94,67,69[fluorescence artefact?],6,9,nt,0
Cc1c(N(C)C(=O)c2ccc3c(c2)OCO3)c(=O)n(-c2ccccc2)n1C,100,1.2,104,92,106,13,-1,nt,-6
N#Cc1cc(-c2ccccc2)oc1NC(=O)c1ccco1,102,1.1,90,92,116,-12,-16[fluorescence artefact?],2,-7
COc1cccc(NC(=O)CN(c2cccc(C(F)(F)F)c2)S(C)(=O)=O)c1,91,1.2,98,90,85[fluorescence artefact?],-3,4,2,7
O=C(c1cc(-c2ccncc2)nc2ccccc12)N1CCN(c2ccc(N3CCOCC3)nn2)CC1,93,1.2,86,72,90[fluorescence artefact?],-4,-1,0,3
Cc1ccnc(N2CCN(c3cc(C)c(C#N)c4nc5ccccc5n34)CC2)c1,88,1.2,82,61,121,8,16,nt,5[fluorescence artefact?]
O=C1C2C3CCCC3=C3CCCC3C2C(=O)N1c1ccccc1 (centres undefined),92,1.2,102,79,92,0,2,0,8
Nc1nc(-c2ccc(Cl)cc2)nn1C(=O)c1cccnc1,96,1.1,78,99,106,-6,-1,-2,-5
Cc1ccc2c(c1)NC(=O)C(CC(=O)O)O2 (centres undefined),96,1.1,103,98,122,-11[fluorescence artefact?],3,-3,-4
CC(C)Cc1nnc(NC(=O)CSc2ccccn2)s1,99,1.5,107,101,91[fluorescence artefact?],-15,-15,0,13[fluorescence artefact?]

# Among those listed so far, these contain a Cl atom:
SMILES,Fibroblast inh,MT1-MMP txn act,HUVEC inhibit,H69AR inhibit,ERa coact pot,ERb SRC1 inh,ERa coact inh,Mac1 fbg enh,Smad3 FoxH1 inh
O=C(NCc1cccc(Cl)c1)c1cnn2c1NC(c1ccco1)CC2C(F)(F)F (centres undefined),86,1,78,94,104,-9,-3,-4,28[fluorescence artefact?]
O=C(CCCOc1ccc(Cl)cc1)Nc1nncs1,103,1.1,96,nt,116,0,-7,-6,8
Cc1ccc(CO/N=C/C2=C(Cl)c3ccccc3CC2)cc1,100,nt,128,99,119,0,-11,3,0
CN1CCN(C(=O)C2CC(c3c(F)cccc3Cl)=NO2)CC1 (centres undefined),101,1.1,102,108,89,-6,-6,nt,-2
CCCNC(=O)c1ccc(Cl)c(Cl)c1,101,1,98,96,95,-6,-5,nt,-8
COc1ccc(Cl)cc1C(=O)CSc1nc(N)cc(N)n1,100,1,98,91,108,-16,-7,2,-2
O=C(c1ccco1)N1CCN(C(c2ccccc2Cl)c2nnnn2Cc2ccco2)CC1 (centres undefined),97,1.1,88,55,91,2,-3,-2,0
Nc1nc(-c2ccc(Cl)cc2)nn1C(=O)c1cccnc1,96,1.1,78,99,106,-6,-1,-2,-5

# Record cards, as listed above.
# Cc1ccc2c(c1)NC(=O)C(CC(=O)O)O2 (centres undefined) reads Fibroblast inh: 96; MT1-MMP txn act: 1.1; HUVEC inhibit: 103; H69AR inhibit: 98; ERa coact pot: 122; ERb SRC1 inh: -11[fluorescence artefact?]; ERa coact inh: 3; Mac1 fbg enh: -3; Smad3 FoxH1 inh: -4
# Cc1ccnc(N2CCN(c3cc(C)c(C#N)c4nc5ccccc5n34)CC2)c1 reads Fibroblast inh: 88; MT1-MMP txn act: 1.2; HUVEC inhibit: 82; H69AR inhibit: 61; ERa coact pot: 121; ERb SRC1 inh: 8; ERa coact inh: 16; Mac1 fbg enh: nt; Smad3 FoxH1 inh: 5[fluorescence artefact?]

# An excerpt; the hit share may differ from the screen's.
